# TGFb SMAD3 inh = TGF-b pathway inhibition | HepG2 CAGA-GFP TGF-b/SMAD3 reporter, GFP fluorescence, 18 h; TGF-beta stimulated, 500 pg/mL final | AID 588855 | Potency, µM (top dose mostly 46.1 µM), without a hit: at the top dose activity, negative = inhibition, hits mostly inhibitors | actives 1.2% (n = 410,000); also: potency is read from the fitted curve at half-maximal effect; % is scaled to controls: 0 for no effect and ±100 for the full control effect; nearly all actives have a fitted effect of over 65% in size
#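 Per well, imaged GFP fluorescence of HEPG2 CAGA-GFP cells gives the signal; cells get compound, then TGF-beta (500 pg/mL final), 18 h at 37 degrees C; %Activity versus -TGF-beta and +DMSO controls.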
# A549 viability = kills or reduces viability of A549 cells in Nrf2 counter-screen | A549 ARE-Fluc cells, CellTiter-Fluor viability, 18-24 h | Potency, µM (doses to about 46 µM), for inactives: top-dose activity change, negative = cytotoxicity, hits mostly inhibitors | actives 0.16% (n = 390,000) | AID 504648; also: potency is read from the fitted curve at half-maximal effect; % is scaled to controls: 0 for no effect and ±100 for the full control effect
#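 A549 ARE_Fluc cells in 5% FBS OPTI-MEM were exposed to compounds in concentration-response for 18-24 h at 37 deg C. Viability was read by CellTiter-Fluor fluorescence (Ex 405/Em 525) after 30 min, before the luciferase read.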
# Nrf2 activator = activators of Nrf2 (ARE) signaling | Potency, µM (highest dose often 46.1 µM), for the others: at the top dose activation, actives largely listed as activators | AID 624171 | AREc32 ARE-luciferase reporter (MCF7-derived line), luminescence, 24 h | actives 0.31% (n = 410,000); also: potency is read from the fitted curve at half-maximal effect; % of control where 0% means no effect; nearly all actives have a fitted effect of over 65% in size
#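 Reporter line AREc32 (ARE-Fluc), seeded overnight in OPTI-MEM with 5% FBS; compound pin-transferred, 24 hr at 37 deg C, 5% CO2; luminescent read-out.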
# CCT modulator = changes cytosolic chaperonin activity; actives 0.3% (n = 360,000); purified chaperonin ATPase assay, HTRF ADP detection, 30 min; activity change, % (no concentration beside the values), hits read low; in the data active = activity change below about -30%; also: % is scaled to controls: 0 for no effect and ±100 for the full control effect
#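 Enzyme 40 or 20 nM (batch-dependent) in Tris pH 7.4/KCl/MgCl2/DTT; cpd 76 uM single point; ATP 10 uM; 30 min 37 °C; Transcreener ADP HTRF detection, 30 min RT; ratio 665/615.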
# pAkt inh = Akt phosphorylation inhibition | Neuro2A IGF-stimulated pAkt S473 HTRF, 20 min; stronger effect = lower value | activity change, % for hits at 50 µM | actives 0.32% (n = 360,000); in the data active = activity change below about -80%; inconclusive = mostly about -51% to -80%; also: % is scaled to controls: 0 for no effect and ±100 for the full control effect
#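 Neuro2A cells in DMEM with 0.5% FBS, overnight at 37 deg C, given compound at single 50 µM final, then IGF (6 nM final) for 20 min at 37 deg C. Lysed; phospho-Akt Ser473 by HTRF after 24 h, 665/615 ratio.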
# Abeta rescue = A-beta toxicity reversal in yeast | yeast expressing A-beta42, growth rescue, OD600, 48 h; response scale: 0% DMSO, 100% iron-clioquinol control | Potency, µM (titrated, usually from 46.1 µM), without a hit: at the highest dose growth rescue, actives largely listed as activators | actives 0.063% (n = 410,000); also: potency is read from the fitted curve at half-maximal effect; nearly all actives have a fitted effect of over 55% in size
#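 Yeast A-beta toxicity model in growth medium with pinned compounds, 48 h at 30 C; growth read as absorbance at 600 nm. Normalized to FeCl3/clioquinol equimolar mix (positive) and DMSO (negative).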
# Nrf2 block = inhibitors of Nrf2 signaling; actives 2.1% (n = 360,000); A549 ARE-Fluc reporter, luciferase luminescence, 18-24 h; Potency, µM (highest dose often 46 µM), for inactives: at the top dose activity change, negative = inhibition, usual class: inhibitors; also: potency is read from the fitted curve at half-maximal effect; % is scaled to controls: 0 for no effect and ±100 for the full control effect; nearly all actives have a fitted effect of over 60% in size
#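 In this cell-based qHTS, ARE-driven firefly luciferase in A549 cells reports Nrf2 activity; the luminescent signal after BugLite lysis is the measured value, with a prior CellTiter-Fluor read for cell health.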
# HepG2 tox = counter-screen for TGF-b inhibitors: cytotoxicity in HepG2 cells. actives 0.76% (n = 410,000). Potency, µM (series often up to 46.1 µM), without a hit: at the top dose activity change, negative = cytotoxicity, actives largely listed as cytotoxic. HepG2 CAGA-GFP viability, ATP luminescence, 18 h. AID 588856; also: potency is read from the fitted curve at half-maximal effect; some results filed as inactive show a strong effect at the top dose
#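 CellTiter-Glo luminescence gave cytotoxicity after 18 hours at 37 degrees C. The cells were HepG2 CAGA-GFP in 1% FBS DMEM, stimulated with 500 pg/mL TGF-beta after compound addition. %Activity was normalised to no-cell wells (complete cell-killing) and DMSO (no toxicity), and curves were fitted and classified.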
# MmCpn inh = blocks the Methanococcus maripaludis chaperonin Mm-Cpn; purified Mm-Cpn ATPase, ADP Transcreener TR-FRET; Potency, µM (highest dose often 76.9 µM), for the others: at the highest dose activity, negative = inhibition, actives largely listed as inhibitors; actives 0.031% (n = 330,000); also: potency is read from the fitted curve at half-maximal effect; % is scaled to controls: 0 for no effect and ±100 for the full control effect; nearly all actives have a fitted effect of over 80% in size
#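 Compound-treated chaperonin, 25 nM final, turns over 10 uM ATP at 37°C for 30 min following a 10 min preincubation; ADP generated competes with ADP-d2 for Eu-cryptate antibody, lowering FRET.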
# An asterisk follows results filed as active; i = inactive; ? = inconclusive; nt = not tested or not shown; & = joins results of further samples; [ ] = remark or other dose. Unless noted, calls follow the shape of the dose curve; as a rule, active = well fitted curve in the direction sought with a large enough effect; inconclusive = small, poorly fitted or top-dose-only effect, or another doubt; inactive = no such curve, though single readings can be large; an effect the other way counts as inactive or inconclusive.
SMILES,TGFb SMAD3 inh,A549 viability,Nrf2 activator,CCT modulator,pAkt inh,Abeta rescue,Nrf2 block,HepG2 tox,MmCpn inh
COC(=O)C1CCN(C(=O)/C=C/c2ccc3c(c2)OCO3)CC1,-15%,-6%,-0.9%,-1.1,i,-4%,10%,-19%,0%
O=C(Oc1ccc2ccc(=O)oc2c1)c1cccs1,3%,0%,1.7%,-0.3,i,16%,26%,18%,-8%
CC(=O)N1CCC2(CC1)C(C#N)=C(N)OC1=C2C(=O)CC(C)(C)C1,14%,-6%,0.0%,-1.8,i,3%,6%,4%,-1%
O=C(c1ccc2c(=O)n(Cc3ccccc3)c(=S)[nH]c2c1)N1CCCC1,2%,-25%,4.3%,1.2,i,-3%,?,-25%,-1%
Cc1nn(CCO)c(N)c1C1(O)C(=O)Nc2c(Cl)cc(Cl)cc21 (centres undefined),?,-4%,6.6%,-1.3,i,14%,-4%,-28%,3%
CCCc1c(C(=O)Nc2cc(C)on2)cnn1-c1ccccc1,13%,6%,0.1%,4.3,i,-10%,-19%,-18%,-1%
COC(=O)c1c(NC(=O)C(=O)N2CCCCC2)sc2c1CC(C)(C)OC2,7%,1%,-0.1%,-0.8,i,-18%,4%,1%,-2%
CCOc1ccc(Sc2cc(C(=O)NCc3ccc(F)cc3)c3ccccc3n2)cc1,-25%,-3%,-0.4%,nt,nt,-17%,nt,-22%,nt
COc1ccc(NC(=O)Nc2cc3oc4ccccc4c3cc2OC)cc1,-1%,-1%,22%,1.7,i,0%,5%,5%,-4%
Cc1nc2ccccc2nc1OCC(=O)Nc1ccc(F)cc1,5%,2%,0.6%,0.8,i,-7%,-7%,7%,2%
COc1cc(C2c3c(-c4ccccc4)n[nH]c3C(=O)N2c2ccccc2)ccc1O (centres undefined),-5%,-16%,0.0%,-0.4,i,4%,-11%,-27%,1%
CCC1CCCCN1C(=O)CSc1nnc(CNC(=O)COc2ccc(Cl)cc2)o1 (centres undefined),1%,-10%,0.3%,-0.8,i,12%,?,-20%,0%
O=C(COC(=O)c1nc(Cl)ccc1Cl)NCCc1ccccc1,-3%,6%,-0.2%,-2.1,i,2%,1%,-1%,-1%
CCS(=O)(=O)N1Cc2ccccc2CC1C(=O)NCc1cccc(OC)c1 (centres undefined),-2%,1%,-0.2%,-0.4,i,10%,6%,-9%,5%
CC1=C(C)/C(=N/OC(=O)c2cccc([N+](=O)[O-])c2)C=CC1=O,?,-17%,?,-1.2,i,-25%,?,-43%,-1%
CCOc1ccc(C(=O)N2CC(=O)Nc3ccc(C)cc3C2c2ccc(F)cc2)cc1OCC (centres undefined),?,-7%,-0.6%,nt,nt,-12%,7%[9.27 µM],-23%,nt
CC(C)CCC(CC(C)O)c1n[nH]c(=S)n1-c1ccccc1 (centres undefined),-19%,-3%,0.0%,0.6,i,21%,20%,13%,2%
CC(=O)c1ccc(NS(=O)(=O)c2ccc3c(c2)N(C)CCO3)cc1,-4%,-10%,3.2%,-0.7,i,12%,?,-26%,1%
CCCNC(=O)c1c(C)cc(=O)oc1C,0%,5%[1.84 µM],-0.9%,-1.6,i,-16%,0%,-9%,-1%
Cc1ccc(/C=N/Nc2ccc3c(C(F)(F)F)cc(C(F)(F)F)nc3n2)cc1,0%,-2%,0.3%,-0.1,i,-4%,nt,7%,1%
Cc1ccc2c(c1)cc1c(=O)n(CC(=O)N(C)c3ccccc3)nc(C)n12,13%&3%,-11%&7%,-0.3%&-0.3%,-0.4,i,9%&-9%,6%&6%,-7%&-8%,2%
O=C(Nc1ccc(OC(F)(F)F)cc1)C1=NCCN1,-5%,-1%,-0.4%,-2.9,i,8%,?,3%,1%
COc1cccc(CNc2nc3ccccc3n2CCN2CCCCC2)c1,?,-1%,1.6%,0.5,i,18%,?,-53%,0%
Cn1nc(C(F)(F)F)c(C(=O)Nc2ccc(F)cc2F)c1Sc1cccc(C(F)(F)F)c1,?,15%,-0.2%,-2.6,i,21%,-12%,-1%,0%
CCNC(=O)N1c2ccc(OCC)cc2C(C)=CC1(C)C,-12%,-10%,8.9%,-0.7,i,-25%,-11%,-5%,-1%
CNCC(O)CN1CCN(c2ccccc2OC)CC1 (centres undefined),0%,-17%,0.2%,-0.7,i,0%,17%,-4%,-4%
CCOC(=O)Cn1c(=O)n(CC2CCCO2)c2nc(-c3ccccc3)nc(C(N)=O)c21 (centres undefined),-5%,0%,0.0%,nt,nt,-4%,nt,-2%,nt
Cn1ncc2nc[nH]c(=O)c21,-1%,0%,0.0%,-2.3,i,-6%,20%,-7%,1%
O=[N+]([O-])c1ccc(N2CCOCC2)cc1NCCCO,-5%,?,-0.6%,-0.3,i,-4%,-14%,-2%,0%
C=C(C)c1cccc(C(C)(C)NC(=O)N(C)C2CCN(C)CC2)c1,?,8%,-0.6%,-1.4,i,-3%,13%,5%,3%
O=c1c(-c2ccccc2)c(O)nc2ccccn12,0%,12%,-0.1%,-0.5,i,-24%,1%,-13%,0%
O=C(COC(=O)CNC(=O)c1ccc(Cl)cc1)Nc1ccc(Cl)cn1,7%,7%,0.4%,0.6,i,-12%,3%,-5%,-1%
O=C1CC(c2cccs2)CC(O)=C1C=NCCN1CCNCC1 (centres undefined),31%[activator],21%,0.4%,1.2,i,-1%,7%,10%,1%
O=[N+]([O-])c1cc(Cl)ccc1NCCc1ccccn1,8%,-15%,3.8%,-0.5,i,-27%,-23%,-8%,0%
CCOC(=O)c1ccc(NC(=S)NN2CCN(C)CC2)cc1,0%,-5%,-0.3%,-3.0,i,8%,-19%,7%,-2%
O=C(C1CCCCC1)N1CCC(c2nc3c(nnn3Cc3ccccc3Cl)c(=O)[nH]2)CC1,5%,3%,-0.6%,-0.3,i,16%,13%,2%,nt
COc1ccc(S(=O)(=O)N(CC(C)C)C2CCS(=O)(=O)C2)cc1OC (centres undefined),21%,-16%,-0.2%,-0.8,i,3%,-11%,-2%,1%
CCC(=O)N=c1sc2c(C)cc(C)cc2n1CC(=O)OC,3%,10%,0.5%,-0.1,i,-6%,7%,-3%,1%
Cc1cc(Br)cc(C)c1NC(=O)c1sc2ncn(Cc3cccc(F)c3)c(=O)c2c1C,-2%,5%,-0.8%,nt,nt,0%,nt,-17%,nt
CCCCCC(=O)N1C[C@@H](n2cc(C3CC3)nn2)[C@H](O)C[C@@H]1c1ccc(OC)cc1,-14%,nt,-0.1%,0.2,i,7%,nt,-15%,nt
S=C(Nc1ccccc1Oc1ccccc1)NC1CCCC1,-26%,0%,0.3%,2.4,i,?,?,-37%,-3%
O=C(COC(=O)C1=COCCO1)Nc1ccc(Oc2ccccc2)cc1,26%,-1%,2.8%,0.8,nt,7%,0%,-3%,-1%
CC(C)c1ccc(C(=O)CN2C(=O)NC3(CCc4ccccc43)C2=O)cc1 (centres undefined),66%[activator],-2%,1.5%,-2.0,i,-11%,?,-43%,-3%
COc1ccc(NC(=O)CN2C(=O)COc3ccc(S(=O)(=O)N4CCCCC4)cc32)cc1Cl,?,-14%,11%,nt,nt,-9%,-18%,-14%,nt
Cc1cc(C)n(-c2nc3c(c(=O)[nH]c(=O)n3C)n2CC(O)COc2ccc(Cl)cc2Cl)n1 (centres undefined),-18%,?,-0.5%,0.1,i,-2%,8%,-11%,0%
Cc1nc(SCCOc2ccc(Cl)cc2)[nH]c(=O)c1Cc1ccccc1,nt,-5%,-0.2%,nt,nt,2%,-1%,6%,nt
O=C(Nc1ccccc1C(=O)NCCCN1CCOCC1)c1ccc(F)cc1,-1%,1%,-0.9%,1.5,i,2%,-17%,0%,-5%
COc1cccc(CNC(=O)c2cccc(NC(=O)c3nsc4ccccc34)c2)c1,-26%,-14%,8.3%,nt,nt,17%,nt,-26%,nt
COc1ccc2c(C)cc(SCn3nnc4ccccc4c3=O)nc2c1,0%,5%,0.3%,0.0,i,0%,1%,9%,-8%
O=C(NCc1cccnc1)c1cnc2ccccc2n1,-9%,1%,0.4%,-37*,i,-1%,?,-41%,-2%

# Grouped by structure: those above containing a thiophene ring, fused or not (four)
SMILES,TGFb SMAD3 inh,A549 viability,Nrf2 activator,CCT modulator,pAkt inh,Abeta rescue,Nrf2 block,HepG2 tox,MmCpn inh
O=C(Oc1ccc2ccc(=O)oc2c1)c1cccs1,3%,0%,1.7%,-0.3,i,16%,26%,18%,-8%
COC(=O)c1c(NC(=O)C(=O)N2CCCCC2)sc2c1CC(C)(C)OC2,7%,1%,-0.1%,-0.8,i,-18%,4%,1%,-2%
O=C1CC(c2cccs2)CC(O)=C1C=NCCN1CCNCC1 (centres undefined),31%[activator],21%,0.4%,1.2,i,-1%,7%,10%,1%
Cc1cc(Br)cc(C)c1NC(=O)c1sc2ncn(Cc3cccc(F)c3)c(=O)c2c1C,-2%,5%,-0.8%,nt,nt,0%,nt,-17%,nt

# Continued.
SMILES,TGFb SMAD3 inh,A549 viability,Nrf2 activator,CCT modulator,pAkt inh,Abeta rescue,Nrf2 block,HepG2 tox,MmCpn inh
CCn1c(=O)c(C(=O)NNC(=O)c2ccccc2)c(O)c2ccccc21,14%,?,-0.6%,0.9,i,-27%,?,5%,1%
Cc1cc(SCC(=O)NCc2ccccc2Cl)nc(=O)[nH]1,2%,1%,-0.1%,nt,nt,-7%,nt,-8%,nt
O=C(NCCCN1CCOCC1)c1cc(-c2ccc(Cl)c(Cl)c2)on1,20%,-16%,0.4%,0.2,i,-17%,-22%,-10%,-1%
CCOC(=O)c1[nH]c2ccc(F)cc2c1NC(=O)Nc1ccccc1OC,6%,9%,4.4%,-9.7,i,2%,nt,-2%,0%
